# VIM-2 inh – blocks Pseudomonas aeruginosa VIM-2 metallo-beta-lactamase; AID 1527; purified VIM-2, nitrocefin hydrolysis, epi-absorbance fluorescence; inhibition, % at 5.6 µM; 290,000 tested, 0.89% active;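 active = inhibition above the mean of all tested compounds plus 3 SD, cutoff set per screening run, cut at about 7.5% in these data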;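 note: red hydrolysis product quenches plate fluorescence so inhibitors raise well fluorescence; 0% = enzyme with DMSO and 100% = DMSO without enzyme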
# MEKK2 WT-MEK5 – raises or lowers MEK5 binding to wildtype human MEKK2 PB1 domain | binding response (% of control), % at 10 µM | 290,000 tested, 1.1% active | AID 1531 | Q9Y2U5 | bead flow cytometry, Alexa488-MEK5 binding to MEKK2 WT; actives lie on both sides; in the data active = binding response below about 67% or above about 130%
# NS3 helicase inh – inhibitors of Hepatitis C virus NS3 helicase. NS3 helicase DNA unwinding, Cy5 molecular beacon fluorescence. inhibition, % at 10.9 µM. 290,000 tested, 0.56% active. AID 1800;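 active = inhibition above the mean of all tested compounds plus 3 SD, set per campaign, cut at about 35% in these data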;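 note: 0% = DMSO wells and 100% = thioflavine S control wells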
#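 Compound dosing – single dose, 10.9 µM nominal final, DMSO 0.8% final · System – NS3 helicase fragment of HCV · Buffer or medium – MOPS pH 6.5, MgCl2, DTT, Tween20, BSA · Signal – Cy5 beacon fluorescence read at start and 1 h · Also added – annealed dual-labelled DNA beacon duplex, ATP-started · Schedule – 1 h at 25 °C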
# M18AAP inhibitor – blocks P. falciparum M18 aspartyl aminopeptidase; 290,000 tested, 1.2% active; inhibition, % at 7.35 µM; recombinant PfM18AAP, H-Glu-NHMec fluorogenic cleavage;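 active = inhibition above the campaign mean inhibition over all tested compounds plus 3 SD, cut at about 28% in these data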;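 note: 0% = plate median of test compound wells and 100% = 2 mM ZnCl2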
# SUMO HTRF inh – inhibitors of human SUMOylation (UBC9) | P63279 | HTRF SUMOylation assay, SAE1/SAE2 + UBC9, in vitro | inhibition, % at 35 µM | 290,000 tested, 0.36% active; in the data active = inhibition above about 50%, passing the limit was not always enough; note: strong numbers were not always called active
# Target sequence (P63279 whole entry, looked up): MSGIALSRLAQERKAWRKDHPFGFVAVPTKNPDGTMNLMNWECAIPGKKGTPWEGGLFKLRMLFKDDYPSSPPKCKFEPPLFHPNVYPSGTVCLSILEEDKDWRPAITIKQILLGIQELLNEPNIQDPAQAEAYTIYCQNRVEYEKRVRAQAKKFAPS
# DNA FID counter – counter-screen for HCV NS3 helicase inhibitors: DNA intercalator displacement; DNA fluorescent intercalator displacement, fluorescence; inhibition, % at 7.9 µM; 290,000 tested, 0.17% active; AID 1845; in the data active = inhibition above about 37%;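 note: 0% = vehicle and 100% = reference compound; higher means more ethidium bromide displaced from hairpin DNA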
# MEKK2mut PB1 HTS – signal of MEK5 binding to mutant human MEKK2 PB1 domain; 290,000 tested, 0.35% active; AID 1530; bead flow cytometry, Alexa488-MEK5 binding to MEKK2 mutant; percent response, % at 10 µM; in the data active = percent response above about 24%, passing the limit was not always enough; note: inactives centre near 1; some results filed as inactive read as strong as hits
# IMP-1 inh – blocks Pseudomonas aeruginosa IMP-1 metallo-beta-lactamase; 290,000 tested, 0.45% active; purified IMP-1, nitrocefin hydrolysis, epi-absorbance fluorescence; inhibition, % at 5.6 µM;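 active = inhibition above the mean plus 3 SD of all compounds in the same screening run, cut at about 4.5% in these data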;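 note: 0% = IMP-1 with DMSO and 100% = DMSO wells lacking enzyme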
#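 system = purified recombinant IMP-1 beta-lactamase | amount = 0.2 nM IMP-1, as dispensed | medium = HEPES buffer pH 7.1 with ZnSO4 and Brij 35 | times = 25 °C, 15 min preincubation, 25 min reaction | detection = plate fluorescence quenching by hydrolysis product, ex 480/em 530 nm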
# NALP1 yeast inh – blocks the NALP1 inflammasome reconstituted in yeast; AID 2071; 280,000 tested, 0.61% active; S. cerevisiae NALP1/ASC/caspase-1 growth, X-gal OD620, 72 h; inhibition, % at 10 µM; in the data active = inhibition mostly above about 24%, no sharp cut-off; inactive = mostly below about 32%; note: some compounds called inactive have numbers as strong as hits
# The depositor's hits bear a star; x = not tested or not shown; [ ] = dose if it differs, or a comment. No enrichment for hits; about 4.7% have a hit in one of these screens.
SMILES,VIM-2 inh,MEKK2 WT-MEK5,NS3 helicase inh,M18AAP inhibitor,SUMO HTRF inh,DNA FID counter,MEKK2mut PB1 HTS,IMP-1 inh,NALP1 yeast inh
CCc1ccc(NC(=O)/C(C#N)=C/c2cc3ccc(C)cc3nc2N2CCOCC2)cc1,-4.8,101,14,-4,-20,3,1,-2.9,10
COC(=O)c1ccc(C(=O)NCCCCO)cc1,-0.8,103,-3,-4,6,-2,0,-4.9,-1
O=C(N=C1SC2CS(=O)(=O)CC2N1c1ccccc1Cl)C1CCCO1 (stereo not drawn),-3.6,94,15,-2,-9,1,-2,-4.0,-1
COC(=O)CCC(=O)Nc1cccc2ccccc12,0.2,105,2,-2,13,0,7,-1.1,7
O=C(NCc1ccc2c(c1)OCO2)C1CCN(C(=O)Nc2ccc(Cl)cc2)CC1,-4.0,100,1,-1,15,-6,-2,-4.2,7
CN1CCC(=O)N([C@H](CSc2ccccc2)c2ccccc2)CC1,2.0,109,1,-5,9,0,0,-0.6,14
CCOc1ccc2nc3ccc4[nH]onc4c3c2c1,2.6,96,-4,25,x,24,4,-1.5,x
Cc1nc(CSc2ccc(Cl)cc2)cc(NCc2ccccc2)n1,-3.0,107,-8,-8,-1,-5,0,-1.4,11
CC1=C(C(=O)OC(C)C)C(c2ccncc2)n2ncnc2N1 (stereo not drawn),-1.2,102,-2,5,13,1,-1,-5.2,24
NS(=O)(=O)c1ccc(CCNC(=O)C(=O)NCC2OCCN2S(=O)(=O)c2ccc(Cl)cc2)cc1 (stereo not drawn),-2.2,100,-20,1,-10,-21,-2,-1.3,12
CN(C)c1ccc(CN(C)C2CCCCC2)cc1,-1.8,108,-1,7,0,1,2,-4.3,-11
COCc1nnc(NS(=O)(=O)c2ccc(C)cc2)s1,2.2,0.0*[inhibitor],-1,-9,6,0,-16,-2.0,0
COc1ccc(C2N(c3ccc(F)cc3)C(=O)C3CCCN32)cc1 (stereo not drawn),-2.0,91,-4,1,-18,2,-5,-2.5,39
COC(=O)Cc1[nH]nc2c1C1(C(=O)N(Cc3ccccc3)c3ccccc31)C(C#N)=C(N)O2 (stereo not drawn),-2.0,101,-1,14,9,-24,-3,-1.8,1
O=C(CCS(=O)(=O)c1cccs1)Nc1ccc(C(=O)NC2CCCC2)cc1,1.7,97,-2,-19,23,-9,-4,-1.9,-4
Cc1nn(-c2ccccc2)c(C)c1/C=C/C(=O)OCC(=O)NC1CCS(=O)(=O)C1 (stereo not drawn),-2.3,101,0,-1,4,-11,3,-2.3,-8
Cc1cc(NCCOCCO)n2c(nc3ccccc32)c1C#N,33*,104,4,1,28,-6,5,-2.8,8
COc1ccc(S(=O)(=O)N2CCCC(C(=O)N3CCCCCC3)C2)cc1 (stereo not drawn),1.2,103,-9,5,-5,-14,4,-1.4,11
Cc1ccc(C)c(NC(=S)NCCSc2ccc(Cl)cc2)c1,-0.8,95,-15,-2,-7,-8,-2,-1.4,27
O=c1[nH]c(-c2ccccn2)nc2ccccc12,-3.0,102,0,3,0,-5,1,-3.7,-1
N#Cc1ccc(Cn2c(-c3ccc(F)cc3)noc2=O)cc1,-2.9,102,-9,-3,4,-13,7,-4.4,2
COc1ccc(S(=O)(=O)N2CCC(C(=O)NCCC3=CCCCC3)CC2)cc1OC,-2.7,103,-1,2,15,-27,3,-3.7,-24
O=C(CSc1nnc(-c2ccccc2O)o1)N1CCOCC1,-2.7,102,-3,1,8,-3,-2,-2.4,4
COc1cccc(NC(=O)CN2C(=O)NC(C)(CC(C)C)C2=O)c1 (stereo not drawn),1.0,108,2,-3,-6,-2,0,-1.9,10
NS(=O)(=O)c1ccc(CCNC(=O)CNC(=O)COc2ccccc2)cc1,-1.3,104,20,0,1,-3,1,2.9,24
C=CCn1c(C(C)NC(=O)c2ccc(C)cc2)n[nH]c1=S (stereo not drawn),-3.3,96,3,27,-11,3,-1,-4.3,6
Cc1ccc(OCC(=O)Nc2ccc(N3CCN(S(C)(=O)=O)CC3)cc2)c(C)c1,-1.2,86,-4,-14,37,-20,-13,-2.1,-3
CC(=O)NC(Cc1ccc(C)cc1)C(=O)NC1CCN(C(=O)c2cnccn2)CC1 (stereo not drawn),-2.4,106,6,0,11,-5,3,-2.9,-2
CCOC(=O)c1ccc(N2C(=O)CC(N3CCC(O)(c4ccc(Cl)cc4)CC3)C2=O)cc1 (stereo not drawn),-3.0,108,30,-3,-8,-30,7,0.2,7
COc1ccc(CC(=O)NNC(=O)c2cccnc2)cc1OC,-3.8,97,0,1,12,11,2,-3.0,-7
COc1ccc(N2CCCC2=N)c(OC)c1,-0.1,97,16,-8,3,0,-8,-1.2,9
Cc1ccc(N=Nc2ccc(O)cc2)c(Br)c1,0.9,106,-8,-9,17,16,3,-0.3,14
CCOc1ccccc1NC(=O)COc1ccc2ccc(=O)oc2c1,0.1,96,6,0,5,-12,-1,-0.7,1
CCn1c(SCC(=O)N2CCC(C(N)=O)(N3CCCCC3)CC2)nc2ccccc2c1=O,-1.7,x,7,3,x,-3,x,-0.1,x
CCCCC(=O)Nc1cc(NC(=O)CCCC)cc(C(=O)O)c1,-2.3,83,-8,0,-2,-4,-6,-1.6,24
CCCOc1ccc(-c2c(C(=O)N/N=C/c3ccco3)nnn2-c2nonc2N)cc1,-3.8,95,1,1,2,-20,1,-3.5,17
COc1cccc(NC(=O)CCCCCn2nnc3ccccc3c2=O)c1,-1.7,104,-1,-9,0,-28,3,-3.7,10
COCCNc1cc(C)nc2ccccc12,-0.6,105,-3,10,2,7,9,-3.7,-24
O=C(Nc1ccc(C(=O)N2CCCC2)cc1)c1ccccc1Br,0.6,105,1,-15,4,-14,4,-1.0,25
CCOC(=O)Cc1cc(=O)n2[nH]c(C)c(C#N)c2n1,-1.8,107,4,-25,-5,-5,5,-1.1,-12
[O-][n+]1c2c(nn1-c1ccccc1)/C(=N/O)CCC2,-2.5,98,5,2,8,-4,1,-2.2,11
CCc1nnc(NC(=O)CSc2nnc3scc(-c4ccc(C)cc4)n23)s1,-3.0,96,3,2,x,-1,1,1.1,x
O=C(c1noc2c1CCCC2)N1CCc2ccccc2C1,-2.0,97,-2,6,8,-17,1,-2.6,3
O=C(O)c1cc(Cl)c2c(c1)[C@@H]1C=CC[C@@H]1[C@H](c1ccc(S(=O)(=O)N3CCOCC3)cc1)N2,1.3,94,26,5,24,-17,-3,11*,15
COC(=O)c1sc2ccccc2c1NC(=O)c1ccc(S(=O)(=O)N2CCCCC2C)cc1 (stereo not drawn),-3.0,96,8,-4,14,0,-1,-1.2,23

# Ten of the compounds above, with two lines to a compound.
# Value order – VIM-2 inh	MEKK2 WT-MEK5	NS3 helicase inh	M18AAP inhibitor	SUMO HTRF inh	DNA FID counter	MEKK2mut PB1 HTS	IMP-1 inh	NALP1 yeast inh
- CCCOc1ccc(-c2c(C(=O)N/N=C/c3ccco3)nnn2-c2nonc2N)cc1
    -3.8	95	1	1	2	-20	1	-3.5	17
- COc1cccc(NC(=O)CCCCCn2nnc3ccccc3c2=O)c1
    -1.7	104	-1	-9	0	-28	3	-3.7	10
- COCCNc1cc(C)nc2ccccc12
    -0.6	105	-3	10	2	7	9	-3.7	-24
- O=C(Nc1ccc(C(=O)N2CCCC2)cc1)c1ccccc1Br
    0.6	105	1	-15	4	-14	4	-1.0	25
- CCOC(=O)Cc1cc(=O)n2[nH]c(C)c(C#N)c2n1
    -1.8	107	4	-25	-5	-5	5	-1.1	-12
- [O-][n+]1c2c(nn1-c1ccccc1)/C(=N/O)CCC2
    -2.5	98	5	2	8	-4	1	-2.2	11
- CCc1nnc(NC(=O)CSc2nnc3scc(-c4ccc(C)cc4)n23)s1
    -3.0	96	3	2	x	-1	1	1.1	x
- O=C(c1noc2c1CCCC2)N1CCc2ccccc2C1
    -2.0	97	-2	6	8	-17	1	-2.6	3
- O=C(O)c1cc(Cl)c2c(c1)[C@@H]1C=CC[C@@H]1[C@H](c1ccc(S(=O)(=O)N3CCOCC3)cc1)N2
    1.3	94	26	5	24	-17	-3	11*	15
- COC(=O)c1sc2ccccc2c1NC(=O)c1ccc(S(=O)(=O)N2CCCCC2C)cc1 (stereo not drawn)
    -3.0	96	8	-4	14	0	-1	-1.2	23

# Continued:
SMILES,VIM-2 inh,MEKK2 WT-MEK5,NS3 helicase inh,M18AAP inhibitor,SUMO HTRF inh,DNA FID counter,MEKK2mut PB1 HTS,IMP-1 inh,NALP1 yeast inh
COc1ccc(CNC(=O)c2csnn2)cc1,-0.5,97,4,-2,1,1,-4,-2.8,0
O=C(Cn1cc([N+](=O)[O-])cn1)Nc1nccs1,-5.3,103,3,-1,26,6,-9,-3.3,-6
COc1ccc(-c2noc(N3CCC(C(=O)NCCCN4CCCCC4)CC3)n2)cc1,1.2,108,7,11,5,21,-1,0.3,16
O=C(Nc1ccc2oc(=O)ccc2c1)c1ccc(-c2cccc(Cl)c2)o1,-3.1,91,13,1,x,-8,4,-0.5,x
O=C(Cc1ccccc1)NCC(=O)Nc1ccccc1Br,-0.5,104,2,-2,3,-4,3,-1.9,12
CSc1ncccc1C(=O)OCn1nnc2ccccc2c1=O,1.2,87,-9,-9,20,0,-2,-1.6,10
COc1ccc2c(-c3ccccc3)cc(SC(C)C(N)=O)nc2c1 (stereo not drawn),-0.1,93,-15,-7,0,-17,-6,-1.9,-8
O=C1CC(c2ccccc2)CC(O)=C1C=NCCc1ccccc1 (stereo not drawn),-1.1,101,-8,6,11,-23,-4,-2.7,11
CN(C)c1ccnc2sc3c(=O)n(-c4ccc(Cl)cc4)cnc3c12,-0.5,x,4,2,x,4,x,-1.3,x
CC(C)[C@@H]1COC(c2cccc(C3=N[C@H](C(C)C)CO3)c2)=N1,0.2,104,1,3,0,-23,-1,-3.6,10
CN(CCc1cnn(C)c1)Cc1nc(CC2CC2)no1,0.0,86,-3,-3,14,-3,-5,-0.3,-5
COc1ccc(/C(O)=C2/C(=O)C(=O)N(c3ccccn3)C2c2cccc(Cl)c2)cc1 (stereo not drawn),-3.0,97,44*,7,18,-38,-1,-3.1,-8
Cn1c(Cl)c(/C=N/OC(=O)c2ccccc2Cl)c2ccccc21,-2.5,94,-1,7,5,-1,1,-1.8,28
Cc1cc(C)nc(N/N=C/c2c(CO)cnc(C)c2O)n1,-2.9,102,0,26,-3,-11,-1,-3.1,-16

# 2 entries picked at random from those above:
SMILES,VIM-2 inh,MEKK2 WT-MEK5,NS3 helicase inh,M18AAP inhibitor,SUMO HTRF inh,DNA FID counter,MEKK2mut PB1 HTS,IMP-1 inh,NALP1 yeast inh
CN(C)c1ccnc2sc3c(=O)n(-c4ccc(Cl)cc4)cnc3c12,-0.5,x,4,2,x,4,x,-1.3,x
O=C(Cn1cc([N+](=O)[O-])cn1)Nc1nccs1,-5.3,103,3,-1,26,6,-9,-3.3,-6

# Bioassay records as filed in PubChem.
